Growth percent in the NCI-60 one-dose screen (48 h, 10 µM unless noted): 100 = growth as untreated, 0 = no growth, -100 = all killed.
OVCAR-8: OVCAR-8 ovarian cancer; 81,000 tested, 4.4% active
NCI-H23: NCI-H23 lung cancer. 80,000 tested, 4% active. AID 1794731
NCI-H322M: NCI-H322M lung cancer; 80,000 tested, 2.7% active; AID 1794733
OVCAR-5: OVCAR-5 ovarian cancer; 82,000 tested, 2.9% active; AID 1794783
NCI-H226: NCI-H226 lung cancer; AID 1794732; 79,000 tested, 3.5% active
NCI-H522: NCI-H522 lung cancer; 78,000 tested, 8% active; AID 1794739
NCI/ADR-RES: NCI/ADR-RES ovarian cells | 81,000 tested, 4.4% active | AID 1794790
NCI-H460: NCI-H460 lung cancer | 82,000 tested, 6.8% active | AID 1794736
OVCAR-3: OVCAR-3 ovarian cancer; 79,000 tested, 7% active; AID 1794787
Starred values were filed as active, the others as inactive; nt = not tested or not shown; & = joins results of further samples; [ ] = dose if it differs, or a comment. Rule for the calls: active = growth percent below 10; inactive = the rest.

Order of results – NCI-H226	NCI/ADR-RES	NCI-H23	NCI-H522	OVCAR-8	NCI-H460	NCI-H322M	OVCAR-5	OVCAR-3
1. Oc1[nH]c2cc(Cl)ccc2c1/C=c1/ccc2c(c1)N=C(c1cc(F)cc(F)c1)N=2
    55	2.7*	28	-3.4*	31	6.1*	49	76	-50*
2. O=c1[nH]nc(-c2ccc(Br)cc2)cc1Cc1cccc(Cl)c1
    88	114	99	112	98	104	143	114	109
3. COC(=O)CCCCI
    102	114	105	101	108	107	97	101	115
4. CCOC(=O)C(CCC#N)(CCC#N)C(C)=O
    102	104	97	100	105	105	110	100	109
5. CC(C)(O)c1cccc2ccccc12
    99	98	96	75	107	104	99	106	106
6. Cc1ccc(C2SCC(=O)N2Cc2ccccc2)cc1 (centres undefined)
    96	103	100	84	99	115	96	101	116
7. O=C(CC(c1ccccc1)c1cccc2ccccc12)c1ccccc1 (centres undefined)
    102	79	88	79	96	91	98	114	88
8. Nc1nc(C(=O)NNC(=S)Nc2ccccc2)nn1-c1ccc(S(N)(=O)=O)cc1
    99	104	105	100	101	109	104	110	105
9. C#CCOc1ccc(C2=NN(C)C3N=C(Cl)c4ncn(C)c4N23)cc1OCC#C (centres undefined)
    83	88	90	87	93	105	90	83	118
10. O=c1oc2cc(NCCN3CCOCC3)ccc2cc1-c1nc2ccccc2[nH]1
    94	100	92	86	98	103	92	102	112
11. CC1(C)[C@@H](O)/C(=C\c2ccccn2)C[C@]2(C)[C@H]3CC[C@@H]4[C@@H](C(=O)/C=C\c5ccccn5)CC[C@@]4(C)[C@]3(C)CC[C@@H]12
    86	81	85	67	52	86	103	129	nt
12. O=c1c([N+](=O)[O-])c[nH]c2cc(Cl)ccc12
    100	106	103	113	108	102	105	120	110
13. Cc1cc(=O)oc2cc(OCCCOc3ccc(/C=C/C(=O)Nc4ccccc4F)cc3)ccc12
    86	89	103	91	96	98	112	106	nt
14. CC(=O)O[C@@H]1CC[C@]2(C)C3=C(CC[C@H]2[C@@]1(C)CO)[C@@]1(C)CC[C@@H]([C@H](CCC=C(C)C)C(=O)O)[C@]1(C)CC3
    108	105	101	66	104	107	86	104	103
15. O=C1N=c2ccccc2=C/C1=C\c1cc(-c2ccccc2)[nH]c1O
    81	89	87	92	87	97	92	113	105
16. COc1cc2c(cc1-c1c(C)noc1C)ncc1nc(C3CCC(F)(F)CC3)n(C3CCC(OC(F)F)CC3)c12 (centres undefined)
    67	47	68	12	65	63	48	76	45
17. CC1(C)NC2=C(C(Nc3cccnc3)N1)C(c1ccc(Cl)cc1)C(C(=O)c1ccc(N=[N+]=[N-])cc1)O2 (centres undefined)
    114	105	107	93	97	104	106	102	109
18. C=CC(=O)OCCCCCCCCCCCC
    96	105	97	68	106	108	99	99	108
19. CC1=C(/C=C/C(C)=C/C=C/C(C)=C/C=C/C=C(C)/C=C/C=C(C)/C=C/C2=C(C)CCCC2(C)C)C(C)(C)CCC1
    94	103	97	96	90	106	106	105	111
20. C#CCNC(=O)CCC(=O)OC[C@]12CC[C@@H](C(=C)C)[C@@H]1C1CC[C@@H]3[C@@]4(C)CCCNC(C)(C)[C@@H]4CC[C@@]3(C)[C@]1(C)CC2 (some centres undefined)
    -81*	-75*	-92*	-83*	-60*	-74*	39	47	-71*
21. CCCn1cc2c(=O)nc3sc(Cc4ccc(C)cc4)c(C)n3c2n1
    93	96	100	84	102	98	95	99	101
22. CC1(C)C=C2[C@H]3C[C@@H](O)[C@@H]4[C@@]5(C)C[C@@H](O)[C@H](O)C(C)(C)[C@@H]5CC[C@@]4(C)[C@]3(C)CC[C@@]2(C)CC1
    101[9 µM]	105[9 µM]	102[9 µM]	89[9 µM]	102[9 µM]	104[9 µM]	106[9 µM]	106[9 µM]	106[9 µM]
23. S=C(S)Nc1ccc(Cl)cc1
    95	91	88	77	96	94	105	94	114
24. CCCN(CCC)CCCNc1cc(OC)cc2cccnc12
    94	78	51	75	89	70	91	98	31
25. COC(=O)c1nc(N)nc(C(=O)OC)c1C(=O)c1cccc2ccccc12
    97	103	101	101	117	139	109	103	132
26. Nc1nc(Nc2ccc(Br)cc2)n(Cc2cccc(Br)c2)n1
    93	97	96	96	99	104	93	106	114
27. CCOc1cccc(/C=N\Nc2nc(=O)cc(C(=O)OC)s2)c1O
    nt	32	86	79	67	44	54	93	30
28. CC/C(=C(\c1ccc(OCCN2CCCCC2)cc1)c1ccc(OC(=O)C2CCCCC2)cc1)c1ccccc1
    95	109	97	94	102	98	97	90	114
29. COc1cccc(NC(=O)c2ccc(Nc3ccc(Cl)nn3)cc2)c1
    94	108	90	101	102	102	110	102	118
30. O=C(NC1CCCCC1)C(c1ccccc1[N+](=O)[O-])N(C(=O)C1CCc2cc(F)ccc2O1)c1ccc(F)cc1F (centres undefined)
    58	76	86	68	66	84	92	83	85
31. CCCCOc1ccc(NC(=O)CCl)cc1
    99	105	101	nt	83	100	100	102	88
32. CCCCCCCCCCCCCCCCCCOc1ccccc1CC(=O)NCC[N+]1(C)CCCC1
    71	103	55	33	50	35	67	23	39
33. COC(=O)c1nc(-c2ccccc2)oc1S(=O)(=O)N1CCN(c2cccc(Cl)c2)CC1
    94	89	97	54	76	82	87	82	69
34. O=C(N/N=C/c1ccc(/C=N/NC(=O)c2cc(O)c(O)c(O)c2)cc1)c1cc(O)c(O)c(O)c1
    94	109	101	93	96	103	95	102	104
35. O=C(Cn1cc(CSc2nnc3oc4ccccc4n23)nn1)Nc1ccc(F)cc1F
    89	94	92	89	94	113	103	105	114
36. C#C[C@]1(O)CC[C@H]2[C@@H]3CC=C4c5sc(-c6ccccn6)nc5CC[C@]4(C)[C@H]3CC[C@@]21C
    94	90	81	92	92	76	91	94	88
37. CCOC(=O)CN1C(=O)c2ccc(-c3ccc4c(c3)C(=O)N(CC(=O)OCC)C4=O)cc2C1=O
    103	108	88	96	106	103	128	104	117
38. CCCN(CCC)c1cc(=O)nc2ccccn12
    107	110	113	nt	100	106	99	103	107
39. O=C(Nc1ccc(-n2cc(-c3ccncc3)c(-c3ccc(O)c(Cl)c3)n2)cc1)c1ccc(Cl)c(Cl)c1
    75	25	44	26	26	22	71	71	26
40. O=C(NCCNc1nccc(-c2c(-c3cccc(O)c3)nc3sccn23)n1)c1cc(C(F)(F)F)cc(C(F)(F)F)c1
    116	108	119	98	102	107	122	104	108

Reprinted at random: six compounds from above
Order of results – NCI-H226	NCI/ADR-RES	NCI-H23	NCI-H522	OVCAR-8	NCI-H460	NCI-H322M	OVCAR-5	OVCAR-3
22. CC1(C)C=C2[C@H]3C[C@@H](O)[C@@H]4[C@@]5(C)C[C@@H](O)[C@H](O)C(C)(C)[C@@H]5CC[C@@]4(C)[C@]3(C)CC[C@@]2(C)CC1
    101[9 µM]	105[9 µM]	102[9 µM]	89[9 µM]	102[9 µM]	104[9 µM]	106[9 µM]	106[9 µM]	106[9 µM]
32. CCCCCCCCCCCCCCCCCCOc1ccccc1CC(=O)NCC[N+]1(C)CCCC1
    71	103	55	33	50	35	67	23	39
35. O=C(Cn1cc(CSc2nnc3oc4ccccc4n23)nn1)Nc1ccc(F)cc1F
    89	94	92	89	94	113	103	105	114
1. Oc1[nH]c2cc(Cl)ccc2c1/C=c1/ccc2c(c1)N=C(c1cc(F)cc(F)c1)N=2
    55	2.7*	28	-3.4*	31	6.1*	49	76	-50*
9. C#CCOc1ccc(C2=NN(C)C3N=C(Cl)c4ncn(C)c4N23)cc1OCC#C (centres undefined)
    83	88	90	87	93	105	90	83	118
16. COc1cc2c(cc1-c1c(C)noc1C)ncc1nc(C3CCC(F)(F)CC3)n(C3CCC(OC(F)F)CC3)c12 (centres undefined)
    67	47	68	12	65	63	48	76	45

Continued.
Order of results – NCI-H226	NCI/ADR-RES	NCI-H23	NCI-H522	OVCAR-8	NCI-H460	NCI-H322M	OVCAR-5	OVCAR-3
41. Nc1ccccc1Cn1c(=O)[nH]c2cnc(Nc3ccc(OCCN4CCCCC4)cc3)nc21
    92	108	98	93	99	107	94	86	106
42. COC(=O)C1=C(C(=O)c2ccccc2)C(c2ccc(OC)c(OC)c2)C(C#N)=C(N)O1 (centres undefined)
    114	99	99	69	102	111	125	113	110
43. CCN(CC)c1nc(Cl)nc2c1ncn2CCCNc1ccnc2cc(Cl)ccc12
    76	79	85	86	90	99	92	84	83
44. CN(C)CCC1(c2ccccc2)CCN(C)C1=O (centres undefined)
    96	103	103	86	104	nt	nt	107	100
45. C#CCOc1cccc(Nc2ncnc3c2ncn3C2CCN(C(=O)C=C)C2)c1 (centres undefined)
    82	97	91	64	84	97	86	81	84
46. O=C1c2ccccc2-c2c1c1c3ccccc3n(CCBr)c1c1c3ccccc3n(CCBr)c21
    98	108	90	74	90	95	83	84	95
47. O=C(Nc1ccc(CN2CCOCC2)cc1)c1[nH]ncc1Nc1ncnc2sccc12
    16	4.5*	-3.7*	7.2*	12	3.3*	6.2*	16	-16*
48. COc1cc(O)c(/C=N/N2C(=O)CSC2=S)c(OC)c1
    69	97	83	83	105	94	nt	92	99
49. COc1ccc2cc(NC(C)=O)ccc2c1
    111	104	96	99	112	113	134	107	112
50. CCN1C(=O)C(C)C=C(C)C=C1C (centres undefined)
    102	119	102	84	102	113	108	106	93
51. CC(C)(CCC(=S)N1CCOCC1)c1ccccc1
    103&101	113&101	111&101	103&94	101&103	120&111	104&100	94&91	111&108
52. COc1ccc(C(=O)/C=C/c2c(-c3ccc(Cl)cc3)nc3sc(C)nn23)cc1OC
    100	91	96	nt	91	105	91	95	100
53. CCN(CC)CCNC(=O)C(F)(F)C(F)(F)C(F)(F)F
    94	113	114	110	114	111	114	99	109
54. CCSc1nnc(-c2cnn3c2NC(c2ccccc2)C3)n1-c1ccc(Cl)cc1 (centres undefined)
    88	91	96	76	90	99	78	96	90
55. CCCc1c(C)[nH]c2ccccc2c1=O
    nt	101	100	95	99	98	102	101	107
56. Cc1cc(Cl)ccc1NS(=O)(=O)c1ccc(-c2cnc(C3CC3)o2)cc1
    28	6.1*	31	14	27	12	51	28	-17*
57. O=C1c2ccccc2C(=O)N1CC[n+]1ccccc1
    104	108	102	95	115	100	98	87	114
58. CC(=O)n1nc(C(=O)OCc2ccc(C)cc2)c2ccccc21
    74	96	87	89	96	113	102	101	103
59. O=C(O)CCCc1ccc2c(c1)Cc1ccccc1-2
    92	93	91	93	98	106	102	85	101
60. CC(N)C(Cc1ccccc1)c1ccc(Cl)cc1 (centres undefined)
    89	96	93	76	96	91	95	81	102
61. O=C(NC(=S)Nc1ccc(-c2nc3ccccc3o2)cc1)c1ccc2ccccc2c1
    97	89	93	84	94	87	93	102	97
62. FC(F)(F)c1cccc(-c2nnn(Cc3cc(-c4cccc(Cl)c4)no3)n2)c1
    101	108	102	100	101	103	111	101	114
63. CC1(C)CC(=O)C(Cn2cnc3ccccc32)C(=O)C1
    104	107	103	95	103	110	92	101	115
64. CN1CCS(=O)(=O)C2CCCCC2C1=O (centres undefined)
    91	115	110	107	102	102	98	109	109
65. NN1C(=O)c2cnn(-c3ccccc3)c2N2CC(=O)CNN=C12
    103	98	97	96	102	100	103	101	104
66. CCCCCCCC(CC(=O)O)OC(=O)CC(CCCCCCC)OC1OC(C)C(O)C(O)C1OC1OC(C)C(O)C(O)C1O (centres undefined)
    147	145	108	92	nt	148	115	159	124
67. CC(=O)OC1CCC2(C)C(=CCC3C2CCC2(C)C(C(C)CCCC(C)C)CCC32)C1 (centres undefined)
    97	105	99	109	97	104	94	112	113
68. COc1ccc(-c2nc(SCCC(C)C)nc(Nc3ccc(C(=O)O)cc3)c2C#N)cc1
    91	102	92	69	94	89	88	105	98

Source: PubChem
